HRas wt GTP bind: changes GTP binding to wildtype human HRas | P01112 | GST-Ras wt beads, Bodipy-FL-GTP binding, flow cytometry; actives lie on both sides | GTP binding activity, % at 10 µM | 190,000 tested, 0.14% active | AID 759;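 active means GTP binding activity at least 20% away from the 100% baseline, either lowered as inhibitor or raised as activator; inconclusive means flagged as likely green fluorescent, judged across all proteins in the well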;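 further: 0% = unlabeled GTP competition control and 100% = no-compound control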
Avidin fluor: avidin bead compound fluorescence profile. AID 1775. 220,000 tested, 0.38% active. fluorescence (KMESF) at 10 µM. Avidin beads, compound fluorescence 488/530 nm, flow cytometry; active compounds read high; in the data active means fluorescence above about 47; further: inactives centre near 10
ABCG2 inh: blocks JC-1 efflux by human ABCG2 transporter | Q9UNQ0 | IgMXP3 cells, flow cytometry | inhibition, % at 6.6 µM | 190,000 tested, 0.1% active | AID 1325;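 active means inhibition above 80%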;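 further: 0% = DMSO and 100% = nicardipine control wells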
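Measure – % inhibition of efflux relative to nicardipine and DMSO · Test system – ABCG2 IgMXP3 and barcoded ABCB1 CCRF-Adr cell mix · Control set – nicardipine as high control, DMSO as low control · Compound – one concentration, 6.6 µM final · Signal – flow cytometry of retained JC-1 fluorescence · Timing – 10 min exposure at 25 °C with rotation, no wash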
Rac1 wt modul: modulators of human Rac1 wildtype GTP binding. GST-Rac1 beads, fluorescent GTP binding, flow cytometry; actives lie on both sides; 0 = cold GTP competed, 100 = untreated. GTP binding activity (% of control), % at 10 µM. 190,000 tested, 0.27% active;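 active means GTP binding activity at least 20 points away from the 100% control level, either lower or higher; inconclusive means compound flagged as likely green fluorescent, judged across all proteins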
Cdc42 wt GTP: modulators (inhibitors or activators) of GTP binding to human Cdc42 wildtype; AID 761; percent activity (GTP binding), % at 10 µM; 190,000 tested, 0.2% active; GST-Cdc42 beads, Bodipy-GTP binding, flow cytometry; actives lie on both sides;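 active means percent activity GTP binding at least 20 points away from the 100% baseline, either down as inhibitor or up as activator; inconclusive means compound flagged as likely green fluorescent from well-wide comparison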;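 further: median bead fluorescence of bound Bodipy-FL-GTP at 100 nM; 0% = excess unlabeled GTP control and 100% = no compound control; below 100% means less GTP binding so inhibitor and above means activator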
Mcl1 Noxa PPI: disrupts binding of human Mcl-1 to Noxa peptide; inhibition, % at 21.7 µM; 220,000 tested, 1.5% active; TR-FRET Mcl-1/Noxa peptide binding, 2 h;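 active means compounds that cut the protein-peptide binding signal by more than 50% relative to plate controls in a single-dose test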;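 further: His-tagged Mcl-1 with rhodamine Noxa BH3 peptide and terbium anti-His antibody; 0% = Mcl-1 plus Noxa peptide wells and 100% = peptide-only wells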
ABCB1 block: inhibitors of human ABCB1 transporter, ABCG2 counter-screen; inhibition, % at 6.6 µM; AID 1326; 190,000 tested, 0.067% active; CCRF-Adr cells, JC-1 efflux, flow cytometry; in the data active means inhibition above about 40%;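 further: 0% = vehicle and 100% = reference inhibitor; higher value means more JC-1 retained so stronger ABCB1 efflux block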
Target sequence (P08183 whole entry, looked up): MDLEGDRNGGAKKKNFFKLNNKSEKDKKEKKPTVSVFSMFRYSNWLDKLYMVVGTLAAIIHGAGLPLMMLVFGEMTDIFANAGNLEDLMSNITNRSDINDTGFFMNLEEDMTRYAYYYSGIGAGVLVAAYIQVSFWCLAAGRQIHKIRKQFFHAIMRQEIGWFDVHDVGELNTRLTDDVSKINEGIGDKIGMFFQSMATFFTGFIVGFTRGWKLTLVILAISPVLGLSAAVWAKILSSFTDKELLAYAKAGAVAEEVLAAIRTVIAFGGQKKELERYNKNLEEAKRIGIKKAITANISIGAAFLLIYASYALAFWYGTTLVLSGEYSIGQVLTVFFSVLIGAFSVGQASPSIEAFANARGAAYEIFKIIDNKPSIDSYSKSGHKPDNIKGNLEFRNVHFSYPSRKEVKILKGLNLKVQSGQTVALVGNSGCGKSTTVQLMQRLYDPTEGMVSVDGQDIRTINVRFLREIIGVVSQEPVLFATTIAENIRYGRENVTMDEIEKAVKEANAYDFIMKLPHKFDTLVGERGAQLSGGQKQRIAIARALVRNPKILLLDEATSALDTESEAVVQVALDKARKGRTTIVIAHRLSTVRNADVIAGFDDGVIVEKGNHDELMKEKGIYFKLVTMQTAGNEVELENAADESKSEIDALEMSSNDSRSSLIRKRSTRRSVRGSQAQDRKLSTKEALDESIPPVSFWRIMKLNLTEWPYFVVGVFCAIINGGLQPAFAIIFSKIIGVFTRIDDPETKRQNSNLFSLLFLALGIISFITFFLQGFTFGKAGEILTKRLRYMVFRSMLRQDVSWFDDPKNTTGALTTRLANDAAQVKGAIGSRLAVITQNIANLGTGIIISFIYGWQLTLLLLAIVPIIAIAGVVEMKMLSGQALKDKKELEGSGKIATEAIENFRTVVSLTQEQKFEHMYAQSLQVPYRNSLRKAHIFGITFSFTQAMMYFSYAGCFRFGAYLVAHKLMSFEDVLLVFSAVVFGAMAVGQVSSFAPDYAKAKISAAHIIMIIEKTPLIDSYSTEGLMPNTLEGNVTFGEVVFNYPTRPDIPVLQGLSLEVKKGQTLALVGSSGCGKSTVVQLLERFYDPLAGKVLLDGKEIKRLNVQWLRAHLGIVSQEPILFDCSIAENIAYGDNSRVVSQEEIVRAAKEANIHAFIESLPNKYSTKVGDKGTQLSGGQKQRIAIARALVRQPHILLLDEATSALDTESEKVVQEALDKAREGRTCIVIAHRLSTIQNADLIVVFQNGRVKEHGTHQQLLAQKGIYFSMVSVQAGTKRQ
Rac1 mut GTP: modulators of GTP binding to human Rac1 activated mutant; 190,000 tested, 0.11% active; P63000; GST-Rac1 activated beads, fluorescent GTP binding, flow cytometry; actives lie on both sides; 100% means binding = to untreated wells; AID 764; percent activity (GTP binding), % at 10 µM;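 active means GTP binding at least 20 percentage points away from the 100% baseline, in either direction, so actives lie on both sides; inconclusive means Compound likely fluorescent itself, or too few beads counted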
Rab2 wt GTP: changes GTP binding to wildtype dog Rab2A, up or down | P61105 | GST-Rab2 wt beads, Bodipy-GTP binding, flow cytometry | GTP binding activity, % at 10 µM | 190,000 tested, 0.19% active | AID 760;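 active means GTP binding activity at least 20 points away from 100%, either lowered or raised; inconclusive means signal likely due to the compound's own green fluorescence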;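 further: 0% = beads with excess unlabeled GTP and 100% = no-compound control corrected for plate trend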
Pf gamet viab: P. falciparum stage V gametocyte viability inhibition; 150,000 tested, 0.065% active; inhibition, % at 10.9 µM; P. falciparum stage V gametocytes, ATP luminescence, 24 h; AID 743093;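 active means inhibition above the mean plus 3 SD of compounds within the control limits, set per campaign, cut at about 38% in these data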;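 further: 0% = DMSO wells and 100% = medium only without gametocytes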
Rab7 wt GTP bind: dog Rab7 wildtype GTP binding, inhibitors and activators; 190,000 tested, 0.055% active; GST-Rab7 beads, fluorescent GTP binding, flow cytometry; actives lie on both sides; untreated = 100%, excess cold GTP = 0%; GTP binding activity (percent of control), % at 10 µM;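 active means fluorescent GTP binding to Rab7 beads changed by at least 20 points from the 100% baseline, either direction, mostly lower; inconclusive means compound itself probably fluorescent, or too few beads counted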;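 further: median green fluorescence of bound Bodipy-FL-GTP per Rab7 bead population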
* hit, by the source's call.

How did Cc1ccc2cc(CN(CCN(C)C)C(=S)Nc3ccccc3)c(=O)[nH]c2c1C do in these assays?
HRas wt GTP bind: 101; Avidin fluor: 10; ABCG2 inh: 1; Rac1 wt modul: 105; Cdc42 wt GTP: 98; Mcl1 Noxa PPI: 11; ABCB1 block: 0.6; Rac1 mut GTP: 99; Rab2 wt GTP: 98; Pf gamet viab: 7; Rab7 wt GTP bind: 101

Results for COc1ccccc1N1CCN(S(=O)(=O)c2ccccc2)CC1 ?
HRas wt GTP bind: 102; Avidin fluor: 14; ABCG2 inh: -1; Rac1 wt modul: 112; Cdc42 wt GTP: 100; Mcl1 Noxa PPI: 5; ABCB1 block: 0.3; Rac1 mut GTP: 100; Rab2 wt GTP: 101; Pf gamet viab: -29; Rab7 wt GTP bind: 102

What do the screens show for `O=C(CCNC(=O)Cn1ccc2ccccc2c1=O)NCCc1ccccc1Cl`?
HRas wt GTP bind: 104; Avidin fluor: 13; ABCG2 inh: 4; Rac1 wt modul: 106; Cdc42 wt GTP: 106; Mcl1 Noxa PPI: -8; ABCB1 block: 0.4; Rac1 mut GTP: 103; Rab2 wt GTP: 101; Pf gamet viab: 0; Rab7 wt GTP bind: 100

How did COc1cc2c(cc1OC)C(C)N(C(=O)CCN1C(=O)C3C4C=CC(C4)C3C1=O)CC2 (stereo not given) do in these assays?
HRas wt GTP bind: 101; Avidin fluor: 27; ABCG2 inh: 2; Rac1 wt modul: 104; Cdc42 wt GTP: 104; Mcl1 Noxa PPI: -6; ABCB1 block: 0.7; Rac1 mut GTP: 101; Rab2 wt GTP: 100; Pf gamet viab: -39; Rab7 wt GTP bind: 103

How did O=C(Nc1nnc(C2CC2)s1)C1CCCO1 (stereo not given) do in these assays?
HRas wt GTP bind: 99; Avidin fluor: 9; ABCG2 inh: 4; Rac1 wt modul: 98; Cdc42 wt GTP: 97; Mcl1 Noxa PPI: 3; ABCB1 block: 0.5; Rac1 mut GTP: 97; Rab2 wt GTP: 100; Pf gamet viab: 14; Rab7 wt GTP bind: 108

How did COc1ccc(-c2nc3cc([N+](=O)[O-])ccc3o2)cc1 do in these assays?
HRas wt GTP bind: 97; Avidin fluor: 8; ABCG2 inh: 2; Rac1 wt modul: 100; Cdc42 wt GTP: 98; Mcl1 Noxa PPI: 11; ABCB1 block: 4.1; Rac1 mut GTP: 94; Rab2 wt GTP: 99; Pf gamet viab: 16; Rab7 wt GTP bind: 99

Results for CCN(CC)c1c([N+](=O)[O-])ncn1C ?
HRas wt GTP bind: 103; Avidin fluor: 8; ABCG2 inh: 2; Rac1 wt modul: 111; Cdc42 wt GTP: 108; Mcl1 Noxa PPI: 3; ABCB1 block: 0.3; Rac1 mut GTP: 101; Rab2 wt GTP: 102; Pf gamet viab: -4; Rab7 wt GTP bind: 102

Results for COc1ccccc1C1NC(=O)CS1 (stereo not given) ?
HRas wt GTP bind: 105; Avidin fluor: 11; ABCG2 inh: 12; Rac1 wt modul: 117; Cdc42 wt GTP: 107; Mcl1 Noxa PPI: -4; ABCB1 block: 1.8; Rac1 mut GTP: 101; Rab2 wt GTP: 108; Pf gamet viab: -30; Rab7 wt GTP bind: 104

Results for CC(C)(C)SCCNS(=O)(=O)c1ccc(Cl)cc1 ?
HRas wt GTP bind: 99; Avidin fluor: 11; ABCG2 inh: 1; Rac1 wt modul: 102; Cdc42 wt GTP: 97; Mcl1 Noxa PPI: 9; ABCB1 block: 0.1; Rac1 mut GTP: 94; Rab2 wt GTP: 103; Pf gamet viab: 10; Rab7 wt GTP bind: 108

Results for CCN(CC)c1ccc(/C=N/N2CCN(Cc3ccccc3)CC2)c(O)c1 ?
HRas wt GTP bind: 99; Avidin fluor: 16; ABCG2 inh: 14; Rac1 wt modul: 103; Cdc42 wt GTP: 98; Mcl1 Noxa PPI: 32; ABCB1 block: 2.9; Rac1 mut GTP: 99; Rab2 wt GTP: 99; Pf gamet viab: 0; Rab7 wt GTP bind: 103

Results for CCOC(=O)N1CCC(N2CC34C=CC(O3)C(C(=O)Nc3ccc(F)cc3)C4C2=O)CC1 (stereo not given) ?
HRas wt GTP bind: 97; Avidin fluor: 14; ABCG2 inh: 0; Rac1 wt modul: 105; Cdc42 wt GTP: 103; Mcl1 Noxa PPI: 1; ABCB1 block: 0.0; Rac1 mut GTP: 100; Rab2 wt GTP: 101; Rab7 wt GTP bind: 100

How did CC12CCC(C(=O)NCCCN3CCOCC3)(OC1=O)C2(C)C (stereo not given) do in these assays?
HRas wt GTP bind: 104; Avidin fluor: 5; ABCG2 inh: 0; Rac1 wt modul: 107; Cdc42 wt GTP: 105; Mcl1 Noxa PPI: 11; ABCB1 block: 0.1; Rac1 mut GTP: 101; Rab2 wt GTP: 102; Pf gamet viab: -16; Rab7 wt GTP bind: 103

Results for O=C(CSc1nc2ccccc2c(=O)n1CCCN1CCOCC1)c1c[nH]c2ccccc12 ?
HRas wt GTP bind: inconclusive; Avidin fluor: 8; ABCG2 inh: 1; Rac1 wt modul: inconclusive; Cdc42 wt GTP: inconclusive; Mcl1 Noxa PPI: -8; ABCB1 block: 0.4; Rac1 mut GTP: inconclusive; Rab2 wt GTP: inconclusive; Pf gamet viab: -2; Rab7 wt GTP bind: inconclusive

How did Cc1ncc([N+](=O)[O-])n1CCOC(=O)c1ccc(Cl)cc1Cl do in these assays?
HRas wt GTP bind: 93; Avidin fluor: 10; ABCG2 inh: 15; Rac1 wt modul: 89; Cdc42 wt GTP: 93; ABCB1 block: 0.8; Rac1 mut GTP: 89; Rab2 wt GTP: 89; Rab7 wt GTP bind: 92

Results for CC(C)Cc1cc(C(=O)Nc2ccc3c(c2)OCO3)no1 ?
HRas wt GTP bind: 98; Avidin fluor: 6; ABCG2 inh: 9; Rac1 wt modul: 99; Cdc42 wt GTP: 99; Mcl1 Noxa PPI: 2; ABCB1 block: 2.1; Rac1 mut GTP: 99; Rab2 wt GTP: 98; Rab7 wt GTP bind: 99

What do the screens show for `O=[N+]([O-])c1cnccc1Nc1cccc(F)c1`?
HRas wt GTP bind: 102; Avidin fluor: 8; ABCG2 inh: -1; Rac1 wt modul: 105; Cdc42 wt GTP: 102; Mcl1 Noxa PPI: -16; ABCB1 block: -0.2; Rac1 mut GTP: 101; Rab2 wt GTP: 102; Rab7 wt GTP bind: 102

Results for COC(=O)c1ccc(C(=O)Nc2ccc(N)cc2N)cc1 ?
HRas wt GTP bind: 98; Avidin fluor: 22; ABCG2 inh: 0; Rac1 wt modul: 102; Cdc42 wt GTP: 100; Mcl1 Noxa PPI: 0; ABCB1 block: 0.1; Rac1 mut GTP: 97; Rab2 wt GTP: 95; Rab7 wt GTP bind: 101

How did Cc1ccc(NC(=O)CCC(=O)n2nc(C)cc2C)c(C)c1 do in these assays?
HRas wt GTP bind: 97; Avidin fluor: 8; ABCG2 inh: 0; Rac1 wt modul: 100; Cdc42 wt GTP: 98; Mcl1 Noxa PPI: 0; ABCB1 block: 0.1; Rac1 mut GTP: 99; Rab2 wt GTP: 96; Rab7 wt GTP bind: 96

What do the screens show for `O=C(NC1CCS(=O)(=O)C1)Oc1ccccc1` (stereo not given)?
HRas wt GTP bind: 101; Avidin fluor: 0; ABCG2 inh: -1; Rac1 wt modul: 104; Cdc42 wt GTP: 101; Mcl1 Noxa PPI: -7; ABCB1 block: -0.1; Rac1 mut GTP: 100; Rab2 wt GTP: 100; Pf gamet viab: 19; Rab7 wt GTP bind: 99

Results for Cc1ccc(CNC(=O)CCNS(=O)(=O)c2ccc(Br)s2)cc1 ?
HRas wt GTP bind: 100; Avidin fluor: 9; ABCG2 inh: 6; Rac1 wt modul: 100; Cdc42 wt GTP: 100; Mcl1 Noxa PPI: 9; ABCB1 block: -0.6; Rac1 mut GTP: 97; Rab2 wt GTP: 99; Rab7 wt GTP bind: 97

Results for COc1cc2c(cc1OC)C(c1cccs1)N(C(=S)NC(C)C)CC2 (stereo not given) ?
HRas wt GTP bind: 100; Avidin fluor: 12; ABCG2 inh: 0; Rac1 wt modul: 99; Cdc42 wt GTP: 102; Mcl1 Noxa PPI: 23; ABCB1 block: 0.2; Rac1 mut GTP: 96; Rab2 wt GTP: 105; Pf gamet viab: -11; Rab7 wt GTP bind: 108

Results for COC(=O)c1ccccc1NS(=O)(=O)c1ccc2[nH]c(=O)[nH]c2c1 ?
HRas wt GTP bind: 100; Avidin fluor: 13; ABCG2 inh: 5; Rac1 wt modul: 102; Cdc42 wt GTP: 102; Mcl1 Noxa PPI: -1; ABCB1 block: 0.6; Rac1 mut GTP: 100; Rab2 wt GTP: 97; Pf gamet viab: -1; Rab7 wt GTP bind: 99

Results for O=C(NCC(c1cccs1)N1CCOCC1)c1ccc([N+](=O)[O-])cc1 (stereo not given) ?
HRas wt GTP bind: 101; Avidin fluor: 20; ABCG2 inh: 42; Rac1 wt modul: 109; Cdc42 wt GTP: 107; Mcl1 Noxa PPI: 7; ABCB1 block: -1.2; Rac1 mut GTP: 100; Rab2 wt GTP: 101; Pf gamet viab: 10; Rab7 wt GTP bind: 102

What do the screens show for `COC(=O)c1ccc2c(c1)S(=O)(=O)NC(=NCCCN1CCOCC1)S2`?
HRas wt GTP bind: 98; Avidin fluor: 14; ABCG2 inh: -3; Rac1 wt modul: 96; Cdc42 wt GTP: 95; Mcl1 Noxa PPI: 23; ABCB1 block: -2.5; Rac1 mut GTP: 96; Rab2 wt GTP: 95; Rab7 wt GTP bind: 94

What do the screens show for `N#CC1=C(N)N(c2ccccc2)C2=C(C(=O)CCC2)C1c1cccs1` (stereo not given)?
HRas wt GTP bind: 101; Avidin fluor: 19; ABCG2 inh: 2; Rac1 wt modul: 101; Cdc42 wt GTP: 101; Mcl1 Noxa PPI: 21; ABCB1 block: 1.8; Rac1 mut GTP: 98; Rab2 wt GTP: 100; Pf gamet viab: 2; Rab7 wt GTP bind: 102

What do the screens show for `COc1ccccc1/C=C/C=N/n1c(C2CCCCC2)n[nH]c1=S`?
HRas wt GTP bind: 97; Avidin fluor: 7; ABCG2 inh: -9; Rac1 wt modul: 98; Cdc42 wt GTP: 98; Mcl1 Noxa PPI: 18; ABCB1 block: -1.9; Rac1 mut GTP: 99; Rab2 wt GTP: 98; Pf gamet viab: -12; Rab7 wt GTP bind: 97

From PubChem
